HT1080-NT tox = kills 2HG-producing HT-1080-NT fibrosarcoma cells; actives 1.6% (n = 360,000); HT-1080-NT fibrosarcoma viability, CellTiter-Glo ATP luminescence, 48 h; Potency, µM (highest dose often 46.1 µM), for the others: top-dose activity, negative = less viability, most hits filed as cytotoxic; AID 686970;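 also: NT is the 2HG producing partner of a matched IDH1 knockdown line; potency is read from the fitted curve at half-maximal effect; 0% = DMSO-treated cells and -100% = media-only wells without cells; nearly all actives have a fitted effect of over 55% in size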
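750 cells/well, RPMI + 5% FBS; 2 h settle, compound pin-transfer, 48 h at 37 degrees C. CellTiter-Glo 10 min RT, luminescence. Normalized to DMSO and media-only wells.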
GLP1R ag = activates the human GLP-1 receptor; P43220; HEK293 GLP-1R CRE-luciferase, luminescence, 4-6 h; cells express a hypersensitive GLP-1R form; Potency, µM (series often up to 45.6 µM), inactives show top-dose activation, most hits filed as activators; actives 0.007% (n = 380,000); AID 624172; also: potency is read from the fitted curve at half-maximal effect; % of control where 0% means no effect
Target sequence (P43220 whole entry, looked up): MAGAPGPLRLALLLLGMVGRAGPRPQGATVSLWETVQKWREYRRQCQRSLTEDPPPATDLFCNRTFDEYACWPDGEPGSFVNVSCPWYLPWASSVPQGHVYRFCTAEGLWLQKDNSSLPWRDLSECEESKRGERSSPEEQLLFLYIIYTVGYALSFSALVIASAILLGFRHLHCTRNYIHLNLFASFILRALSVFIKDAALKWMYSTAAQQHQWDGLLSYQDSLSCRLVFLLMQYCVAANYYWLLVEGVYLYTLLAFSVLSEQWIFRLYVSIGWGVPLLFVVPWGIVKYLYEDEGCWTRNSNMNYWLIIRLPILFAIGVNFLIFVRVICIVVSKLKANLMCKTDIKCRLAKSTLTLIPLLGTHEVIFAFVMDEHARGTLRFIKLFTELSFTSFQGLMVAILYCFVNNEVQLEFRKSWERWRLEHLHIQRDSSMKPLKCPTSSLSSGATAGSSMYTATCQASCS
SW480 rerep = inducers of DNA re-replication in SW480 colon cancer cells. Potency, µM (highest dose often 46.1 µM), for the others: at the top dose re-replication activation, usual class: activators. SW480 DNA re-replication, Hoechst DNA content imaging, 48 h. actives 1.8% (n = 340,000); also: potency is read from the fitted curve at half-maximal effect; % of control where 0% means no effect; nearly all actives have a fitted effect of over 55% in size
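Quantitative HTS format with DMSO vehicle controls; 48 hr drug incubation at 37 C, then 40 min Hoechst staining and scanning imager measurement at 405 nm excitation.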
KB-V1 MDR tox = KB-V1 MDR subline cytotoxicity; AID 1347076; Potency, µM (highest dose often 46.1 µM), without a hit: top-dose activity change, negative = cytotoxicity, hits mostly cytotoxic; KB-V1 MDR cells viability, CellTiter-Glo, 72 h; actives 3.4% (n = 400,000); also: potency is read from the fitted curve at half-maximal effect; % is scaled to controls: 0 for no effect and ±100 for the full control effect; nearly all actives have a fitted effect of over 60% in size
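Following 72 h at 37 degrees C with compound, KB-V1 cell viability was read by CellTiter-Glo luminescence, medium being phenol-red-free DMEM plus 10% FBS; concentration-response parameters came from normalized, curve-fitted qHTS data.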
IL1B secr inh = inflammasome signaling inhibition, IL-1 beta readout; activity change, % at 57.5 µM; THP-1 LPS/ATP IL-1B secretion, AlphaLISA, 16 h; stronger effect = lower value; actives 4.7% (n = 360,000); in the data active = activity change below about -50%; inconclusive = mostly about -30% to -49%; also: % is scaled to controls: 0 for no effect and ±100 for the full control effect
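THP-1 cells pretreated 1 hr with compounds (up to 57.5 uM final), then stimulated with LPS (250 ng/mL final) plus ATP (1.25 mM final); secreted IL-1B measured by AlphaLISA after 16 hr, decreased signal indicating inhibition.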
DRD3 agonist = agonists of human D3 dopamine receptor; max activation, %; D3R DiscoveRx beta-arrestin cells, luminescence, 90 min; AID 652048; actives 0.58% (n = 410,000); P35462; in the data active = max activation above about 30%; also: 0% is about no effect; mostly tested at two doses, the higher about 12 µM
Target sequence (P35462 whole entry, looked up): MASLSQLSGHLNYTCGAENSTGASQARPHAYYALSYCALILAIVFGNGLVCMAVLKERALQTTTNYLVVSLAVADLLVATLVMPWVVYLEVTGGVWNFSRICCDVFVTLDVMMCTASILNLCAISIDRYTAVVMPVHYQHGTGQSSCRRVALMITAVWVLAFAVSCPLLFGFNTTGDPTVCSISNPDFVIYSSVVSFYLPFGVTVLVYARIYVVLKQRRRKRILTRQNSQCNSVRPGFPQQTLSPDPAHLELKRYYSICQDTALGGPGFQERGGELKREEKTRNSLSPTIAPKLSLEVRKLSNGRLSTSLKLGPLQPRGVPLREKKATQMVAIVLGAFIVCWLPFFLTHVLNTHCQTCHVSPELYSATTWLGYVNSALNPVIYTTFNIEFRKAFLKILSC
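Agonist-mode cell screen: cells plated at 1500/well and incubated overnight at 37 °C, then exposed to library compounds for 90 min at 37 °C. Detection reagent was added for 30–60 min at room temperature, and luminescence was read.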
D3 antag = D3 dopamine receptor (human) antagonism; actives 2.5% (n = 360,000); AID 652054; P35462; D3R cells, DiscoveRx beta-arrestin luminescence, antagonist mode; stronger effect = lower value; max response, negative = inhibition, %; in the data active = max response below about -50%; inconclusive = no clear call, values can overlap the other calls; also: % is scaled to controls: 0 for no effect and ±100 for the full control effect; mostly tested at two doses, the higher about 12 µM
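Cells expressing the human receptor were seeded at 1500 cells/well, incubated overnight at 37 degrees C in 5% CO2, then exposed to library compounds with dopamine controls for 90 minutes at 37 degrees C before luminescent detection.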
HT1080 IDH1KD tx = toxicity to HT-1080 IDH1 knockdown cells (counter line); Potency, µM (titrated, usually from 46.1 µM), for inactives: at the highest dose activity, negative = toxicity, actives largely listed as cytotoxic; HT-1080 IDH1 knockdown viability, ATP luminescence, 48 h; actives 2% (n = 360,000);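 also: potency is read from the fitted curve at half-maximal effect; 0% = DMSO wells and -100% = cell-free medium wells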
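Knockdown cells (IDH1KD HT-1080) received compounds 2 h after plating at 750 cells/well and were kept 48 h at 37 °C in 5% FBS RPMI. A CellTiter-Glo luminescence read gave % activity for curve fitting.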
KB-3-1 cytotox = kills parental KB-3-1 adenocarcinoma cells; KB-3-1 viability, CellTiter-Glo ATP luminescence, 72 h; AID 1347075; actives 1.4% (n = 400,000); Potency, µM (titrated, usually from 46.1 µM), inactives show at the highest dose activity change, negative = cytotoxic, actives largely listed as cytotoxic; also: potency is read from the fitted curve at half-maximal effect; % is scaled to controls: 0 for no effect and ±100 for the full control effect; nearly all actives have a fitted effect of over 60% in size
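Parental KB-3-1 adenocarcinoma cells in phenol-red-free DMEM with 10% FBS were pin-treated with compounds at several concentrations, incubated 72 h at 37 °C, and viability read by CellTiter-Glo luminescence; concentration-effect curves were fitted after normalization.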
Active calls of the source: *; ? = inconclusive; nt = not tested or not shown; & = joins results of further samples; [ ] = remark or other dose. Unless noted, calls follow the shape of the dose curve; as a rule, active = well fitted curve in the direction sought with a large enough effect; inconclusive = small, poorly fitted or top-dose-only effect, or another doubt; inactive = no such curve, though single readings can be large; an effect the other way counts as inactive or inconclusive.

structure,HT1080-NT tox,GLP1R ag,SW480 rerep,KB-V1 MDR tox,IL1B secr inh,DRD3 agonist,D3 antag,HT1080 IDH1KD tx,KB-3-1 cytotox
CCCc1cc(C(=O)Nc2nccs2)cs1,?,6%,?,?,0,-6,-51*,?,-13%
CC(c1ccccn1)N(CCN(C)C)C(=S)Nc1ccccc1F (stereo not given),5%,-8%,-2%,-5%,0,2,-10,14%,-2%
CCOc1ccc(-n2nc(C(=O)NCCOC)c3ccccc3c2=O)cc1,2%,-5%,3%,-14%,-4,12,-10,-7%,0%
CC(=O)NC1(c2cccc(F)c2)CCN(C(=O)Nc2ccc(C#N)cc2)CC1,0%,0%,-8%,23%,6,1,39,11%,14%
CCOc1ccc(S(=O)(=O)Nc2nc3ccccc3nc2-n2ccc(=NC(=O)c3ccccc3C)cc2)cc1,-7%,-1%,-7%,25%,?,18,15,-10%,9%
C=CCOC(=O)C1=C[C@@H](c2ccc(Br)cc2)C[C@@H](OCCCCO)O1,3%,8%,-13%,0%,7,2,?,4%,9%
COc1ccccc1-n1nnnc1SCC(=O)N(C)C1CCS(=O)(=O)C1 (stereo not given),4%,-4%,-5%,?,0,3,-16,4%,3%
Cc1cccc(-c2nc3ccccc3c(=O)n2NC(=S)N(C)C)c1,0%,-1%,-5%,17%,-2,5,8,0%,-2%

structure,HT1080-NT tox,GLP1R ag,SW480 rerep,KB-V1 MDR tox,IL1B secr inh,DRD3 agonist,D3 antag,HT1080 IDH1KD tx,KB-3-1 cytotox
COc1ccccc1NC(=O)COc1ccc(C(F)(F)F)cc1[N+](=O)[O-],-2%,3%,-3%,-4%,3,-7,-5,-17%,0%
CC1CCCC(NC(=O)COC(=O)CCC2CCCC2)C1C (stereo not given),8%,-6%,0%,?,-5,0,5,12%,1%
Cc1noc(C)c1C(=O)Nc1c(F)cc(F)cc1Br,14%,-7%,-1%,-4%,16,9,3,-3%,6%
CN(C)CCCn1c(=O)n(Cc2ccccc2)c(=O)c2c3c(sc21)CCCCC3,16µM*,20%,-6%,?,nt,-35,-52*,26µM*,?
CN(C)CCCNC(=O)C(=O)NCC1CCCO1 (stereo not given),9%,-11%,-2%,2%,-2,5,6,10%,1%
COc1ccccc1C(=O)Nc1ccnn1C1CCN(CCCc2ccccc2)CC1,-12%,0%,-9%,8%,-2,14,?,-5%,1%
CCNc1c2c(nc3ccccc13)CC(C)(C)CC2=O,3%,-1%,?,?,22,-16,-21,-4%,-3%
COc1ccc(C(=O)NC2CCN(C(=S)Nc3ccccc3)CC2)cc1,-1%,11%,1%,-14%,-2,1,0,-5%,2%

structure,HT1080-NT tox,GLP1R ag,SW480 rerep,KB-V1 MDR tox,IL1B secr inh,DRD3 agonist,D3 antag,HT1080 IDH1KD tx,KB-3-1 cytotox
Cc1ccc(S(=O)(=O)/N=C(/Nc2nc(C)cc(C)n2)N2CCOCC2)cc1,1%,-9%,-14%,7%,12,-3,2,4%,-1%
CC(C)C(C)NC(=O)CN1C(=O)NC2(CCCc3ccccc32)C1=O (stereo not given),21%,9%,6%,11%,15,3,10,?,5%
Nc1ncnc2c1ncn2[C@@H]1O[C@H](CNCc2ccccc2OCC(=O)N2CCCCC2)[C@@H](O)[C@H]1O,18%,1%,13%,0%,2,11,0,5%,9%
CCCSc1nc(SCC(=O)NCc2ccccc2)c2c3c(sc2n1)COC(C)(CC)C3 (stereo not given),5%,-7%,-1%,2%,30,1,3,1%,4%
Cn1c(=O)c2c(-c3ccccc3)n(-c3cc([N+](=O)[O-])ccc3O)cc2n(C)c1=O,11%,-5%,nt,0%,33,-7,-51*,10%,14%
COc1cc(NC2c3ccccc3C(=O)N2Cc2ccccc2)cc(OC)c1OC (stereo not given),-11%,17%,-5%,-22%,-6,0,4,3%,-3%
O=C(O)C1=C(Nc2ccccc2)OCC1=O,0%,-2%,-6%,-4%,17,-4,-12,1%,18%
O=C(OCc1nnc(-c2ccccc2)o1)c1ccc2ccccc2n1,0%,-7%,0%,3%,11,-7,?,-1%,4%

structure,HT1080-NT tox,GLP1R ag,SW480 rerep,KB-V1 MDR tox,IL1B secr inh,DRD3 agonist,D3 antag,HT1080 IDH1KD tx,KB-3-1 cytotox
COc1ccc2c(c1)N(C)/C(=C1/SC(=S)N(NC(C)=O)C1=O)S2,7%,8%,3%,-1%,11,0,8,6%,5%
O=C(CSc1ccc2nnc(-c3ccc(F)cc3)n2n1)N1CCOCC1,-3%,-3%,?,-9%,-7,-1,-14,-2%,8%
COc1ccc(NS(=O)(=O)c2cccc(C(=O)NNC(=O)CNC(=O)c3ccccc3Cl)c2)cc1,0%,-21%,-2%,2%,23,6,10,6%,4%
CC1CCCN(C(=O)CNC(=O)c2ccco2)C1 (stereo not given),-5%,0%,-11%,-25%,14,2,28,1%,1%
O=C(CN1C(=O)CC(c2ccco2)Sc2ccccc21)Nc1ccc2c(c1)OCCO2 (stereo not given),1%,-1%,0%,-19%,-12,-2,-30,-21%,-3%
Cn1cccc1C(=O)NCc1ccccn1,0%,-7%,0%,-1%,-4,0,1,0%,4%
Cc1ccc2c(c1)c1c3n2CC(=C2C(=O)OC(C)(C)OC2=O)NC3CCC1 (stereo not given),?,11%,1%,21µM*,-1,1,5,-26%,-3%
CCOc1ccc(S(=O)(=O)N2CCN(C(=O)CN3C(=O)NC(C)(C)C3=O)CC2)cc1,9%,-4%,-27%,?,14,2,9,0%,3%

Single records, as listed above:
CN(C)CCCNC(=O)C(=O)NCC1CCCO1 (stereo not given) is listed as HT1080-NT tox: 9%; GLP1R ag: -11%; SW480 rerep: -2%; KB-V1 MDR tox: 2%; IL1B secr inh: -2; DRD3 agonist: 5; D3 antag: 6; HT1080 IDH1KD tx: 10%; KB-3-1 cytotox: 1%
COc1ccccc1-n1nnnc1SCC(=O)N(C)C1CCS(=O)(=O)C1 (stereo not given) is listed as HT1080-NT tox: 4%; GLP1R ag: -4%; SW480 rerep: -5%; KB-V1 MDR tox: ?; IL1B secr inh: 0; DRD3 agonist: 3; D3 antag: -16; HT1080 IDH1KD tx: 4%; KB-3-1 cytotox: 3%

(further entries)
structure,HT1080-NT tox,GLP1R ag,SW480 rerep,KB-V1 MDR tox,IL1B secr inh,DRD3 agonist,D3 antag,HT1080 IDH1KD tx,KB-3-1 cytotox
O=C(NCCCN1CCCC1=O)c1ccc2c(c1)NC(=O)c1ccccc1S2,-2%,-4%,10%,12%,-1,-1,13,0%,-8%
O=C(c1cccs1)N1CCN(S(=O)(=O)Cc2ccccc2)CC1,13%,4%,1%,-13%,0,-8,-12,3%,-1%
COC(=O)c1ccccc1N=Nc1c(C)n[nH]c1C,4%,-3%,0%,?,7,-8,2,-15%,-9%
O=C(c1ccccn1)c1ccc2ccccc2n1,8%,5%,-4%,-22%,15,-9,-6,24%,4%
CC(=O)Oc1c(C)c(C)c2c(c1C)CC[C@@](C)(CCC[C@H](C)CCC[C@H](C)CCCC(C)C)O2,23%,2%&7%,-32%[inhibitor],1%,19,-10&9&1&5,22,11%,0%
Cc1ccn2c(CNCC3COCCO3)c(C(=O)N3CCCCCC3)nc2c1 (stereo not given),1%,2%,1%,nt,11,-39,2,9%,nt
CCOC(=O)CC1=C(C(=O)OCC)C(c2ccncc2)C(C#N)=C(N)O1 (stereo not given),6%,14%,-2%,0%,-11,3,5,2%,3%
CC(C)(C)c1nc2ccccc2c2nnc(SCC(=O)Nc3nccs3)n12,?,-11%,-3%,?,-11,-3,9,?,-6%

structure,HT1080-NT tox,GLP1R ag,SW480 rerep,KB-V1 MDR tox,IL1B secr inh,DRD3 agonist,D3 antag,HT1080 IDH1KD tx,KB-3-1 cytotox
COC(=O)CCCn1nc(NC(=O)COc2ccc(F)cc2)cc1C,10%,8%,-1%,-15%,9,4,?,1%,12%
COc1ccc(C(=O)N/C(=C\c2ccccc2)C(=O)N2CCOCC2)cc1,10%,1%,-10%,2%,-15,13,10,17%,17%
Cc1cc2cc(CNS(=O)(=O)c3ccc4ccccc4c3)ccc2n1C,-20%,2%,-7%,-7%,13,-4,-22,3%,2%
COc1cc(OC)nc(N/N=C(\c2ccccc2)c2ccncc2)n1,3%,0%,1%,-21%,-3,-7,35,4%,-1%
CN(Cc1ccccc1)C(=O)COC(=O)c1ccc(Br)o1,0%,1%,-1%,-3%,-10,0,20,15%,-2%
COC(=O)C[C@H]1C[C@H]2c3cc(NC(=O)Nc4ccc(C(F)(F)F)cc4)ccc3O[C@H]2[C@@H](CO)O1,-9%,-4%,nt,-1%,-4,-11,?,-8%,-6%
CN(C)S(=O)(=O)c1ccc(N2CCCC2)c(C(=O)N2CCN(S(=O)(=O)c3cccc(F)c3)CC2)c1,-3%,13%,-48%[inhibitor],7%,-3,6,-8,4%,2%
CC(C)c1nn2c(N)c(/C=C3\C=Nc4ccccc43)c(=O)nc2s1,12%,6%,-3%,0%,-12,2,11,12%,10%

structure,HT1080-NT tox,GLP1R ag,SW480 rerep,KB-V1 MDR tox,IL1B secr inh,DRD3 agonist,D3 antag,HT1080 IDH1KD tx,KB-3-1 cytotox
COc1ccc(NC(=O)OCCN2CCN(Cc3ccccc3)CCC2=O)cc1,13%,-2%,-1%,-6%,27,-4,4,-3%,-1%
CCOC(=O)C1(CC2CCCCO2)CCN(Cc2c(C)cc(C)cc2-n2cccn2)CC1 (stereo not given),-6%,20%,-2%,-17%,28,5,1,-4%,-7%
CCCCNC(=O)N(O)C1N(/N=C/c2ccco2)C(=S)SC1(C)C (stereo not given),4%,13%,6%,?,19,7,7,8%,-1%
COc1cccc(CNC(=O)CN2C(=O)N(c3c(C)cccc3C)S(=O)(=O)c3ccccc32)c1OC,nt,-4%,nt,?,nt,13,nt,nt,3%
Cc1c(C(=O)Nc2c3c(nn2C(C)(C)C)CS(=O)(=O)C3)cccc1[N+](=O)[O-],6%,0%,-10%,0%,-21,3,-9,1%,2%
